# High-throughput results: PubChem BioAssay, several laboratories
# Kir21 inh – inhibitors of mouse Kir2.1 inward-rectifier potassium channel. AID 1672. hit rate 0.85% among 310,000. HEK293-Kir2.1, FluxOR thallium flux fluorescence; hits give low values. B-score at 10 µM;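 active = fluorescence ratio B-score at or below minus 3 SD of library scores, with starting-brightness B-score within 2 SD, cut at about -4.2 in these data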;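 also: channel flux triggered by added potassium and thallium sulfate stimulus; B-score of peak minus minimum fluorescence over baseline after thallium stimulus; more negative B-score means stronger Kir2.1 block with less thallium influx; some compounds called inactive have numbers as strong as hits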
# Target sequence (P35561 whole entry, looked up): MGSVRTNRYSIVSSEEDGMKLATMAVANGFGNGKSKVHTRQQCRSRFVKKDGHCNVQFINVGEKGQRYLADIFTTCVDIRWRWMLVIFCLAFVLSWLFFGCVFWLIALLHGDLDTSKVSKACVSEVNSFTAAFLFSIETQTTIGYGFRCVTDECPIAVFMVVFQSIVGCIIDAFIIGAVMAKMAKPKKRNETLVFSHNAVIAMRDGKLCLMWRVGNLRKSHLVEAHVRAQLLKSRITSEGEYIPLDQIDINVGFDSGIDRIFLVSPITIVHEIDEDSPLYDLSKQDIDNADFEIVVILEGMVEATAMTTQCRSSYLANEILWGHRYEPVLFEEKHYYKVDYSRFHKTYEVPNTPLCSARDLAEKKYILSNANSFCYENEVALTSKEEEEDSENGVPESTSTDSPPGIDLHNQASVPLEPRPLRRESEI
# STK33 inh – inhibitors of human STK33 kinase. purified STK33, MBP phosphorylation, ADP-Glo luminescence. inhibition, % at 10 µM. AID 2661. hit rate 0.073% among 320,000;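 active = inhibition at or above 25%, using the most active replicate where run in duplicate; inactive = inhibition below 25%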
# Target sequence (Q9BYT3 whole entry, looked up): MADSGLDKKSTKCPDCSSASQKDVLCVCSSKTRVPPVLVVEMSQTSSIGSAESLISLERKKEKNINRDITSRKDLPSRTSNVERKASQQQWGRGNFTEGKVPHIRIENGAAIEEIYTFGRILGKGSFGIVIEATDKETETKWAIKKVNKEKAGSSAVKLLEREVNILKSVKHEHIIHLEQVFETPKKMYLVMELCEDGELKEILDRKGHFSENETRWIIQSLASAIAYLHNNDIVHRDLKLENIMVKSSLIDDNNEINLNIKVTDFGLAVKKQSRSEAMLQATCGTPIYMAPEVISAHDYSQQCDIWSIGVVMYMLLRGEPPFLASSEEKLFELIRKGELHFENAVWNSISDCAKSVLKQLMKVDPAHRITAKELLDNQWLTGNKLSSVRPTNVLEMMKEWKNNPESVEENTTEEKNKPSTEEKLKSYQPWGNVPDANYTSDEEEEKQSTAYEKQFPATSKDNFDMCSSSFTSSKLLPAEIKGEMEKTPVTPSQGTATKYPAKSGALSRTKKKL
# Active calls of the source: *; · = not tested or not shown; & = joins results of further samples.
SMILES	Kir21 inh	STK33 inh
COC(=O)c1cccc(N(CC(=O)NC2CCCC2)C(=O)CNC(=O)c2cccs2)c1	1.4	-0.1
Cc1cccc(NC(=O)CCCCC(=O)Nc2cccc(C)c2)c1	-1.5	0.4
CCN(CC)C(=O)CSc1nc(O)c(Cc2ccccc2)c(=O)n1-c1ccccc1C	-0.61	-0.6
CCOC(=O)C1=C(C)NC(C)=C(C(=O)OCC)C1c1cn(-c2ccccc2)nc1-c1ccco1	1.3	-0.5
Cc1ccc(NC(=S)NNC(=O)Cn2nc([N+](=O)[O-])cc2C)cc1	-1.4	1.5
CCOC(=O)CSc1cc(=O)n(CC)c2ccccc12	1.7	0.5
CCC1CN(C(=O)NCc2ccc(C)cc2)c2cc(Cl)ccc2O1 (stereo not given)	0.57	-0.9
O=C(Cn1c(CO)nc2ccccc21)Nc1ccc2c(c1)OCCCO2	·	-1.3
CC(C)OC(=O)Nc1ccc2c(c1)N(C(=O)CCN(C)C)c1ccccc1CC2	0.24	-0.9
CC(C)Cn1c(N)c(C(=O)COC(=O)C2CCCCC2)c(=O)n(C)c1=O	1	·
CN(C)S(=O)(=O)c1ccc(C(=O)Nc2ccccc2C(=O)O)cc1	0.66	0.4
CCOc1ccccc1NC(=O)CSc1nc2cc(O)ccc2c(=O)n1-c1ccc(OC)c(OC)c1	-0.11	-0.6
CCOc1ccccc1CN1CCN(C/C=C/c2ccc(OC)cc2)CC1CCO (stereo not given)	-2	0.2
CCOC(=O)c1cn(CC(=O)Nc2cccc(Cl)c2)nn1	-0.75	-1.4
CC(=O)c1ccccc1OCC(O)CN1CCN(CCN2C(=O)c3cccc4cccc(c34)C2=O)CC1 (stereo not given)	0.9	-0.6
FC(F)Oc1ccc(NC(=S)NC23CC4CC(CC(C4)C2)C3)cc1	0.34	0.2
Cc1ccc(N2CC(C(=O)NCCS(=O)(=O)N3CCN(c4ccccc4)CC3)CC2=O)cc1 (stereo not given)	0.03	-1.1
OC1(Cc2ccn[nH]2)CCCCC1	1.8	-0.7
CN(C)c1cc(NC(=O)CN2CCOCC2)c2ccccc2n1	0.24	0.0
O=C(O)c1nc(N2CCOCC2)nc(N2CCOCC2)n1	2.4	-0.1
COc1cc(CN2CCN(Cc3ccccc3C(F)(F)F)CC2)cc(OC)c1OC	0.04	-0.4
O=S(=O)(NCc1ccco1)c1ccc2c(c1)Cc1ccccc1-2	-1.4	5.0
CCOc1ccc(-n2c(Cc3cc(=O)[nH]c(=O)[nH]3)nnc2SCC(=O)Nc2nnc(C)s2)cc1	-0.85	-0.8
CCOC(=O)CNc1nc(Cl)nc(Nc2ccc(C)cc2)n1	1.4	-1.7
Cc1nc2nc[nH]n2c(=O)c1NC(=O)CC12CC3CC(CC(C3)C1)C2	0.59&-0.31	0.3
COc1ccc(-c2csc(N3CCN(c4cc(C)nc5ccccc45)CC3)n2)cc1OC	0.22	-1.4
O=C(Cn1c(CO)nc2ccccc21)NCc1ccc2c(c1)OCO2	0.15	-0.1
CCOC(=O)[C@@H]1[C@H]2COc3ccccc3[C@H]2N2C(=O)N(c3ccc(C(F)(F)F)cc3)C(=O)[C@]12C	-0.6	-0.3
COc1ccc(C(=O)N/N=C/c2ccc(OC)c(CN3CCc4cc(OC)c(OC)cc4C3C)c2)cc1 (stereo not given)	-2.6	-0.7
CC(=O)c1sc(NC(=O)CS(=O)(=O)c2ccc(F)cc2)nc1C	-2.1	-0.3
Cc1ccc([N+](=O)[O-])cc1S(=O)(=O)N1CCC(C)CC1	-0.05	-0.2
CCCN(CCC)S(=O)(=O)c1ccc(C(=O)Nc2ccc(S(=O)(=O)Nc3nnc(CC)s3)cc2)cc1	0.06	-1.9
COc1ccc(S(=O)(=O)N2CCC(C(=O)NCc3cccnc3)CC2)cc1Cl	-0.46	-0.4
COc1ccc(-n2nc(C(=O)NCC(=O)NC3CCCCC3)c3ccccc3c2=O)cc1	1.7	-1.2
CC(=O)Nc1ccc(NC(=O)CC(c2ccccc2)c2ccccc2)cc1	-0.92	·
CC(C)(C)C1CCC(C(=O)Nc2ccc(N3CCOCC3)cc2N2CCOCC2)CC1 (stereo not given)	·	1.3
Cc1ccc(OCc2nnc(SCc3cc(=O)[nH]c4ccccc34)n2-c2ccccc2)cc1	-0.22	-1.4
C=CCn1c(O)c(N=NC(=O)OCC)c2ccccc21	-0.01	0.8
Cc1ccc(Cl)cc1NS(=O)(=O)c1ccc2c(c1)NC(=O)C(C)C(=O)N2 (stereo not given)	0.67	-1.0
C=CCS/C(=N\n1cnc2ccccc2c1=O)N1CCCCC1	-1.2	0.4

# Full records from above. Order of screens: Kir21 inh | STK33 inh
# Entry for `COc1ccc(S(=O)(=O)N2CCC(C(=O)NCc3cccnc3)CC2)cc1Cl` → -0.46 | -0.4
# Entry for `C=CCn1c(O)c(N=NC(=O)OCC)c2ccccc21` → -0.01 | 0.8
# Entry for `COc1ccc(-n2nc(C(=O)NCC(=O)NC3CCCCC3)c3ccccc3c2=O)cc1` → 1.7 | -1.2
# Entry for `CC(=O)Nc1ccc(NC(=O)CC(c2ccccc2)c2ccccc2)cc1` → -0.92 | ·
# Entry for `Cc1ccc(OCc2nnc(SCc3cc(=O)[nH]c4ccccc34)n2-c2ccccc2)cc1` → -0.22 | -1.4

# Further compounds.
molecule | Kir21 inh | STK33 inh
CC(=O)Nc1nc(CC(=O)c2ccccc2)cs1 | -3.5 | -1.0
COc1cc(/C=C(\C#N)C(=O)NC2CCCCC2C)ccc1OS(=O)(=O)c1ccc(C)cc1 (stereo not given) | -3.6 | -1.5
COC(=O)CC1SC(=O)NC1=Nc1cccc(C)c1 (stereo not given) | 0.6 | -0.6
C/C(=N\NC(=O)c1cc(C)nc2ccccc12)c1ccncc1 | -1.2 | -1.0
Cc1nc2ccc(S(=O)(=O)NCC(=O)N3CCc4ccccc43)cc2s1 | -0.35 | 0.8
Cc1cc(C(=O)CSc2nnc(-c3cccs3)n2Cc2ccccc2)c(C)n1C | 0.25 | 4.5
C=CCn1cc(C(=O)OC)c(=O)c2cc(S(=O)(=O)N3CCCCCC3)ccc21 | 1.1 | 0.8
CC(C)CCn1nnnc1C(c1ccc(F)cc1)N1CCN(C(=O)c2ccco2)CC1 (stereo not given) | 1.1 | -2.5
CN(C)CCNC(=S)NC1CCCCC1 | -1.4 | -0.2
COC(=O)c1ccccc1OCCN1CCCCCC1 | 0.04 | 0.2
CC(C)C[C@H](NC(=O)c1nc[nH]c1C(=O)NCc1ccccc1)C(=O)OC(C)(C)C | 1.1 | 0.5
c1ccc(-c2nc(N3CCOCC3)sc2-c2ccccc2)cc1 | 1.2 | -2.1
COc1ccc(OCc2cc(C(=O)NC3CCOC(C)(C)C3)no2)c2ccccc12 (stereo not given) | 1.9 | -0.8
O=C(NC(c1ccc(Cl)cc1)c1c(O)ccc2ccccc12)c1ccccc1 (stereo not given) | · | -1.4
COC(=O)c1ccccc1NC(=O)CN(c1ccc(C)cc1)S(C)(=O)=O | 0.71 | -2.4
COc1ccccc1NC(=O)c1ccc(-c2ccc(Br)cc2)o1 | 1.8 | -0.4
CCOC(=O)c1cc(C(=O)Nc2ccccc2F)nn1C | -0.37 | -1.5
NS(=O)(=O)c1ccc(Sc2ccc3ccccc3c2)nc1 | 0.83 | 2.6
CC(C)C(=O)Nc1ccccc1-c1nc2ccccc2[nH]c1=O | 0.02 | -0.8
Cc1nn(C(C)C(=O)NCc2cccs2)c(C)c1[N+](=O)[O-] (stereo not given) | 0.06 | 1.2
COc1ccc(NC(=O)CCC(=O)OC(C(=O)c2ccccc2)c2ccccc2)cc1 (stereo not given) | 0.02 | -0.2
O=C(CNC(=O)c1cccc(Br)c1)N/N=C/c1cccs1 | -0.09 | -1.0
Cc1ccc(S(=O)(=O)N2[C@@H](c3cccc(Cl)c3)C(C(=O)O)=CC[C@H]2c2cccs2)cc1 | · | -1.8
Cc1ccc(S(=O)(=O)/C(=C/Cl)NC(=O)c2ccccc2)cc1 | -1.3 | 3.4
CN(C)C(=O)COC(=O)/C=C/c1cn(-c2ccccc2)nc1-c1cccs1 | -0.72 | -0.8
COc1ccc(S(=O)(=O)NC2CC(=O)N(c3ccc(C)c(C)c3)C2)cc1 (stereo not given) | 0.55 | 0.9
Cc1cc(Cl)ccc1OCC(=O)NCCOc1nc(N2CCCCC2)nc(N2CCOCC2)n1 | -1 | ·
COc1cccc(CNC(=O)CCNS(=O)(=O)c2cccs2)c1 | 0.05 | -2.2
O=S(=O)(/C=C/c1ccccc1)N1CCN(Cc2ccc3c(c2)OCO3)CC1 | 1 | 2.8
NS(=O)(=O)c1cccc(NC(=O)c2cc3ccccc3o2)c1 | 1.8 | 1.0
COCCSc1nnc(NC(=O)Cc2ccc(OC)c(OC)c2)s1 | 3.5 | -0.7
Cc1ccc(S(=O)(=O)CCc2nc3ccccc3s2)cc1C | -4.1 | -0.3
CC(CCC(C)OC(=O)c1ccccc1C(=O)O)OC(=O)c1ccccc1C(=O)O (stereo not given) | -0.4 | 0.4
COc1cc(NC(=O)c2ccc3c(c2)OCCO3)ccc1NC(=O)c1cccs1 | -0.79 | -0.9
Cc1ccc(C)c(S(=O)(=O)N2CCN(C(=O)CCC(=O)NCc3ccc(Cl)cc3)CC2)c1 | · | 0.1
CC1CC1C(=O)N(CCC1=CCCCC1)c1c(N)n(Cc2ccccc2)c(=O)[nH]c1=O (stereo not given) | -0.57 | 0.4
COc1ccccc1CNC(=O)C(Cc1ccccc1)NC(=O)c1ccccc1 (stereo not given) | · | -0.9
O=C(CNC(=O)c1ccc2c(c1)OCO2)NCc1cccs1 | · | -1.2
Cc1cc(C)cc(NC(=O)Nc2cccnc2)c1 | -1.1 | 0.5
CCOC(=O)CSc1nc(C(C)C)nc2sc(C)c(C)c12 | 0.11 | -0.7
Cc1nonc1CC(=O)N1CCCC(C(=O)c2ccc(Cl)cc2)C1 (stereo not given) | -0.01 | -1.4
COc1ccc(-c2csc(NC(=O)CSc3n[nH]c(C)n3)n2)cc1 | -0.53 | 0.5
N#CCCn1[nH]c(-c2ccccc2)cc1=O | 0 | -0.3
COc1ccc2c(CC(=O)Nc3nccs3)coc2c1 | 0.34 | 0.0
O=C(c1cc(COc2ccc(F)cc2Cl)on1)N(CCO)Cc1cccs1 | 0.03 | 0.7
Cc1cccc(N(CC(=O)NCCc2ccccc2)C(=O)c2csnn2)c1 | -1.6 | -1.2
O=C(CCCN1C(=O)c2ccccc2C1=O)N1CCN(c2ccccn2)CC1 | 0.58 | 0.1
CSc1nc2c(cnn2-c2ccc(C)c(C)c2)c(=O)[nH]1 | -1.3 | -0.5
CC(OC(=O)c1cccc(-n2cnnn2)c1)C(=O)NC1(C#N)CCCCC1 (stereo not given) | · | -0.8
CCOC(=O)C[C@H]1c2ccccc2S(=O)(=O)N1c1ccccc1 | -0.14 | -1.0
O=C(NCC1CCCCN1)c1cc(OCC(F)(F)F)ccc1OCC(F)(F)F (stereo not given) | 0.04 | -3.6
CC(C)(C)C(=O)Nc1ccccc1C(=O)Nc1ccccn1 | -0.96 | -0.2
Cc1ccc(C(=O)Oc2cc(C)n(C)c(=O)c2)cc1 | -0.19 | -0.9
O=C(c1ccc2c(c1)OCO2)C1CCCN(Cc2ccc3nsnc3c2)C1 (stereo not given) | -0.98 | 2.7
CC1=CC(c2ccccc2)n2nc(N3C(=O)c4ccccc4C3=O)nc2N1 (stereo not given) | 0.76 | 1.4
O=C(CN1C(=O)NC(Cc2ccccc2)C1=O)Nc1ccccc1OC(F)F (stereo not given) | -0.18 | -0.4
COc1ccc(CCNS(=O)(=O)c2ccc([N+](=O)[O-])cc2)cc1OC | 0.74 | -4.1
Cc1ccc(C(=O)NNC(=O)c2cc(OCC(F)(F)F)ccc2OCC(F)(F)F)cc1 | 0.7 | -2.4
COc1cc(C(=O)NNC2=CC(=O)CC(C)(C)C2)cc(OC)c1OC | -0.39 | 0.0
O=C(NCCc1ccccn1)c1c(-c2ccccc2)sc2ccccc12 | · | 0.1

# (cont.)
molecule | Kir21 inh | STK33 inh
CCCCn1c(N)c(N(CC)C(=O)c2cc(Br)ccc2Cl)c(=O)[nH]c1=O | -0.91 | -1.5
Cc1cc2nc(-c3ccc(SCc4ccccn4)nc3)[nH]c2cc1C | -1.3 | -0.4
COc1cc(N2CCCC2)c(OC)cc1/C=C(/C#N)c1cccc(F)c1 | -3.5 | 2.1
CC1CCCN(CC(O)COCc2ccc3c(c2)OCO3)C1 (stereo not given) | 0.03 | -0.2
O=C(Nc1ccc(N2CCN(C(=O)c3cccs3)CC2)cc1)c1ccccc1Cl | 0.92 | -2.2
CC1Cc2ccccc2N1C(=O)Cn1cnc2c1c(=O)n(C)c(=O)n2C (stereo not given) | -0.4 | 6.1
C/C(CC(=O)NCCCN1CCOCC1)=N\NC(=O)COc1cccc2ccccc12 | 0.16 | ·
CCOc1cccc(-c2nnc3sc(COc4ccc(Cl)cc4)nn23)c1 | 0.03 | 0.0
Cc1c(-c2cccc(Cl)c2)nc2ccccc2c1C(=O)OC/C(O)=C(\C#N)c1nc2ccccc2[nH]1 | 0.96 | -2.4
COc1ccccc1/C=C/C=N/NC(=O)c1ccc2nc[nH]c2c1 | -2.1 | 2.6

# In another format: results already given.
# Below each compound: Kir21 inh, STK33 inh
COc1ccc(-c2csc(N3CCN(c4cc(C)nc5ccccc45)CC3)n2)cc1OC
→ 0.22, -1.4
O=C(Cn1c(CO)nc2ccccc21)NCc1ccc2c(c1)OCO2
→ 0.15, -0.1

# Structures shown so far with a CF3 group, in the order listed:
molecule | Kir21 inh | STK33 inh
COc1cc(CN2CCN(Cc3ccccc3C(F)(F)F)CC2)cc(OC)c1OC | 0.04 | -0.4
CCOC(=O)[C@@H]1[C@H]2COc3ccccc3[C@H]2N2C(=O)N(c3ccc(C(F)(F)F)cc3)C(=O)[C@]12C | -0.6 | -0.3
O=C(NCC1CCCCN1)c1cc(OCC(F)(F)F)ccc1OCC(F)(F)F (stereo not given) | 0.04 | -3.6
Cc1ccc(C(=O)NNC(=O)c2cc(OCC(F)(F)F)ccc2OCC(F)(F)F)cc1 | 0.7 | -2.4
